C diff HTS: inhibitors of Clostridium difficile growth; Clostridium difficile clinical isolate growth, OD600, 24 h; active compounds read low; growth activity, negative = inhibition, % at 16 µg/mL (by protocol); actives 0.25% (n = 86,000);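 active = mean growth activity at or below -80% and every replicate also at or below -80%; inconclusive = mean at or below -80% but some replicate above -80%; inactive = mean growth activity above -80%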;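 note: 0% = DMSO wells and -100% = levofloxacin 16 µg/mL wells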
Pf Dd2 growth: P. falciparum Dd2 growth inhibition; SYBR Green, 72 h; active compounds read low; activity change, % at 10 µM; actives 2.3% (n = 94,000); in the data active = activity change below about -80%; inconclusive = no clear call, values can overlap the other calls
GASC1 inh: blocks human GASC-1 (KDM4C) demethylase activity; actives 0.15% (n = 96,000); GST-KDM4C 2-372, H3K9me3 peptide, LANCE TR-FRET; inhibition, % at 12.5 µM; Q9H3R0; AID 720574;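 active = mean replicate inhibition above about 25%, with at least 55% of replicates also reaching it, limit read from the data, passing the limit was not always enough; inconclusive = only one of those two conditions met; inactive = neither condition met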
Target sequence (Q9H3R0 2-372 limits assumed): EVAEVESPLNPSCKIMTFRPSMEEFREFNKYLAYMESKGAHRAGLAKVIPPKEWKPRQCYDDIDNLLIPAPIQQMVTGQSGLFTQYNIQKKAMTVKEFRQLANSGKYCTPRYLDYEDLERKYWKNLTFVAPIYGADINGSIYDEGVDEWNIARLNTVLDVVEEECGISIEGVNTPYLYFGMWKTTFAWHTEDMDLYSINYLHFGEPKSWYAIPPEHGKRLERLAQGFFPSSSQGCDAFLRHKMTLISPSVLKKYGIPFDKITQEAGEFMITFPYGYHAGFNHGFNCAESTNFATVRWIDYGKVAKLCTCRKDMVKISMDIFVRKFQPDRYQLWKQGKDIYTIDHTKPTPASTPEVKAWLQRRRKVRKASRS
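Material: GST-tagged GASC-1 (JMJD2C) catalytic fragment, aa 2-372 / Quantity: enzyme final amount 10 nM / Medium: HEPES buffer, pH 7.5, plus ascorbate / Doses: one test concentration per compound / Incubation: 30 min reaction, 60 min detection, RT / Measured by: LANCE TR-FRET / Read-out: inhibition from TR-FRET ratio decrease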
Tcruzi prolif: inhibitors of T. cruzi proliferation; T. cruzi beta-gal in NIH3T3, GalScreen luminescence, 90 h; inhibition, % at 8.34 µM; AID 624255; actives 5.9% (n = 77,000);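 active = mean inhibition above about 93%, with at least 55% of replicates each passing it, limit read from the data, passing the limit was not always enough; inconclusive = only one of those two conditions holds; inactive = neither condition holds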
* = called active by the depositor; ? = inconclusive; . = not tested or not shown; & = joins results of further samples.

Compound,Pf Dd2 growth,C diff HTS,Tcruzi prolif,GASC1 inh
C[C@@H]1CN([C@@H](C)CO)C(=O)c2cc(NC(=O)Nc3ccc(F)cc3)ccc2O[C@@H]1CN(C)Cc1ccc(-c2ccccc2)cc1,-2,77,94*,-2.0
C[C@@H]1CCCCO[C@H](CN(C)S(=O)(=O)c2cccs2)[C@H](C)CN([C@@H](C)CO)C(=O)c2cc(NC(=O)Cc3ccccc3)ccc2O1,-46,-4,-29,0.9
Cc1ccc(S(=O)(=O)NCC[C@@H]2CC[C@H](NC(=O)c3ccccn3)[C@@H](CO)O2)cc1,19,0,26,1.3
COc1cccc(NC(=O)C[C@@H]2CC[C@@H]3[C@H](COc4ccc(NC(=O)C5CCOCC5)cc4C(=O)N3C)O2)c1,11,.,39,-0.4
CCC(=O)N1CC2(C1)[C@@H](c1ccccc1)[C@@H](CO)N2CC1CC1,3,1,.,0.0
CO[C@@H]1CN(C)C(=O)c2cc(NC(=O)c3ccccc3)ccc2OC[C@H](C)N(CC2CC2)C[C@@H]1C,-4,2,-33,-0.3
C[C@@H]1CCCCO[C@H](CN(C)Cc2ccncc2)[C@H](C)CN([C@H](C)CO)C(=O)c2cc(NC(=O)c3ccncc3)ccc2O1,-9,-2,13,-0.4
C[C@@H]1CCCCO[C@@H](CN(C)C(=O)Nc2ccc(F)cc2)[C@@H](C)CN([C@H](C)CO)C(=O)c2cc(NC(=O)C3CCCCC3)ccc2O1,-48,-2,56,-1.9
COc1cccc(S(=O)(=O)N2CC3(CN[C@@H](CO)c4[nH]c5cc(OC)ccc5c43)C2)c1,-70,4,.,-1.1
O=C(CN1CCOCC1)N1[C@H](CO)[C@H]2c3ccccc3NC[C@H]21,-10,21,18,-0.8
Cc1ccc(S(=O)(=O)Nc2ccc3c(c2)C(=O)N([C@@H](C)CO)C[C@@H](C)[C@H](CN(C)Cc2ccccc2)OCCCC[C@@H](C)O3)cc1,-2,3,39,-1.6
CN(C)CCCNC(=O)C[C@H]1CC[C@@H]2[C@H](COC[C@H](O)CN2Cc2cccc(F)c2)O1,15,3&-2,-51,1.7
CC(C)NC(=O)N(C)C[C@H]1Oc2c(NC(=O)c3ccc(-c4nccs4)cc3)cccc2C(=O)N([C@@H](C)CO)C[C@@H]1C,10,-3,-8,0.8
CC(C)CC#Cc1cnc2c(c1)C(=O)N([C@H](C)CO)C[C@H](C)[C@@H](CN(C)S(=O)(=O)c1cccs1)O2,-61,-9,73,-2.7
C[C@H]1CCCCO[C@H](CN(C)Cc2ccc(C(=O)O)cc2)[C@@H](C)CN([C@@H](C)CO)C(=O)c2cc(NS(=O)(=O)c3ccccc3)ccc2O1,28,-1,39,0.4
C/C=C/c1cnc2c(c1)C(=O)N([C@@H](C)CO)C[C@H](C)[C@H](CN(C)Cc1ccc(F)cc1)O2,6,5,114*,4.8
CNC[C@H]1OCCCC[C@H](C)Oc2ccc(NS(=O)(=O)c3cccs3)cc2C(=O)N([C@@H](C)CO)C[C@H]1C,54,-1,70,-7.4
Cc1cccc(-c2ccc([C@@H]3[C@H](CO)N4CCCCN(S(=O)(=O)c5ccccc5F)C[C@@H]34)cc2)c1,-60,35,52,4.2
CN(C)CC#Cc1ccc([C@H]2[C@H]3CN(C(=O)C4CCCC4)CCCCN3[C@H]2CO)cc1,14,-12,32,.
CO[C@H]1CN(C)C(=O)c2cc(NS(C)(=O)=O)ccc2OC[C@H](C)N(CCC(F)(F)F)C[C@H]1C,-4,.,12,0.0

Some of the entries so far, with each value named:
SMILES: C/C=C/c1cnc2c(c1)C(=O)N([C@@H](C)CO)C[C@H](C)[C@H](CN(C)Cc1ccc(F)cc1)O2
  Pf Dd2 growth: 6; C diff HTS: 5; Tcruzi prolif: 114*; GASC1 inh: 4.8

SMILES: CNC[C@H]1OCCCC[C@H](C)Oc2ccc(NS(=O)(=O)c3cccs3)cc2C(=O)N([C@@H](C)CO)C[C@H]1C
  Pf Dd2 growth: 54; C diff HTS: -1; Tcruzi prolif: 70; GASC1 inh: -7.4

Additional compounds
Compound,Pf Dd2 growth,C diff HTS,Tcruzi prolif,GASC1 inh
C[C@@H]1CN([C@@H](C)CO)S(=O)(=O)c2ccc(-c3ccc(C(=O)N(C)C)cc3)cc2O[C@H]1CN(C)C(=O)C1CCCCC1,-64,4,79,2.8
C[C@@H]1CN([C@H](C)CO)C(=O)c2cccc(NC(=O)Nc3cccc4ccccc34)c2O[C@@H]1CN(C)S(=O)(=O)c1cccs1,-69,.,54,-1.5
CCCC(=O)Nc1ccc2c(c1)C(=O)N(C)C[C@H](OC)[C@H](C)CN(CCC(F)(F)F)[C@H](C)CO2,-4,-1,-6,0.4
CO[C@H]1CN(C)C(=O)c2cc(NC(=O)Nc3c(C)noc3C)ccc2OC[C@H](C)N(CC2CC2)C[C@@H]1C,-4,.,32,0.6
C/C=C/c1ccc([C@H]2[C@H]3CN(C(=O)Nc4ccc(F)cc4)CC(=O)N3[C@H]2CO)cc1,6,-11,.,0.4
O=C(C[C@@H]1CC[C@@H](NS(=O)(=O)c2ccc(F)cc2)[C@H](CO)O1)NCCN1CCCCC1,6,-1,-27,-0.8
CN(C)C(=O)C[C@@H]1CC[C@H]2[C@@H](COC[C@@H](O)CN2C(=O)c2ccncc2)O1,.,-2&-3,-145,2.3
COc1ccc(S(=O)(=O)Nc2ccc3c(c2)[C@H]2C[C@H](CC(=O)NCC4CC4)O[C@@H](CO)[C@H]2O3)cc1,17,1,.,-2.7
O=C(NC1CCC1)[C@@H]1[C@@H](CO)[C@@H]2Cn3c(ccc(-c4ccncc4)c3=O)[C@@H]2N1CCc1ccccc1,-4,0,.,0.4
CCCN(C)C[C@H]1OCCCC[C@H](C)Oc2ccc(NC(=O)Cc3ccccc3)cc2C(=O)N([C@@H](C)CO)C[C@H]1C,.,2,-25,0.0
C/C=C/c1cnc2c(c1)C(=O)N([C@@H](C)CO)C[C@@H](C)[C@H](CN(C)S(=O)(=O)c1ccc(OC)cc1)O2,-29,-5,7,0.4
O=C(N[C@H]1CC[C@H](CCn2cc(Cc3ccccc3)nn2)O[C@@H]1CO)c1cnccn1,-8,-1,0,2.0
CC(=O)NC[C@H]1[C@@H](c2ccc(-c3ccccc3)cc2)[C@H](CO)N1C(=O)C1CC1,6,2,42,-3.3
CO[C@H]1CN(C)C(=O)c2ccc(NS(=O)(=O)c3ccccc3)cc2OC[C@@H](C)N(C)C[C@H]1C,26,-3,29,-0.4
CCC(=O)Nc1ccc2c(c1)C(=O)N(C)[C@H]1CC[C@@H](CC(=O)NCC3CCCCC3)O[C@@H]1CO2,0,-6,55,-1.7
COc1ccccc1-c1ccc2c(c1)O[C@H](CN(C)CC1CCOCC1)[C@H](C)CN([C@@H](C)CO)S2(=O)=O,-1,2,.,0.8
Cc1ccc(S(=O)(=O)N(C)C[C@@H]2OCCCC[C@H](C)Oc3ccc(NS(=O)(=O)c4ccc(Cl)cc4)cc3C(=O)N([C@@H](C)CO)C[C@H]2C)cc1,-27,-1,106*,2.1
C[C@@H]1CN([C@@H](C)CO)C(=O)Cc2cc(NC(=O)Cn3cnnn3)ccc2O[C@@H]1CN(C)S(C)(=O)=O,18,-4,-19,-0.1
COCC(=O)N1CC2(C1)[C@H](c1ccccc1)[C@@H](CO)N2C(=O)NC1CCCC1,27,-1,.,10
COCCNC(=O)C[C@@H]1CC[C@H]2[C@@H](COc3ccc(NC(=O)C4CCCC4)cc3C(=O)N2C)O1,8,-1,-2,0.8
CN(C)C(=O)C[C@@H]1CC[C@H]2[C@@H](COC[C@@H](O)CN2CC2CCOCC2)O1,3,.,-2,1.1
O=C(C[C@H]1CC[C@@H]2[C@H](COC[C@@H](O)CN2C(=O)c2ccncc2)O1)NCc1cc(F)cc(F)c1,4,.,-6,0.0
C[C@H](CO)N1C[C@H](C)[C@@H](CN(C)Cc2ccc(C(=O)O)cc2)Oc2c(NC(=O)Nc3cccc4ccccc34)cccc2C1=O,11,-1,-3,1.6
CC(=O)Nc1ccc2c(c1)C(=O)N(C)[C@@H]1CC[C@@H](CC(=O)NCc3ccc(Cl)cc3)O[C@@H]1CO2,-2,-2,-23,-0.4
CO[C@@H]1CN(C)C(=O)c2ccc(NC(C)=O)cc2OC[C@H](C)N(Cc2ccncc2)C[C@H]1C,19,2,13,-1.0
C[C@H](CO)N1C[C@H](C)[C@@H](CN(C)Cc2ccc(-c3ccccc3)cc2)Oc2ccc(NC(=O)c3ccncc3)cc2C1=O,-22,-22,.,-0.3
COc1ccccc1S(=O)(=O)N[C@H]1CC[C@@H](CCNC(=O)C2CCC2)O[C@H]1CO,-14,0,.,-1.6
COc1ccc(S(=O)(=O)N(C)C[C@H]2Oc3c(NC(=O)c4nc5ccccc5s4)cccc3C(=O)N([C@@H](C)CO)C[C@H]2C)cc1,-61,-1,16,-2.3
C[C@@H]1CN([C@@H](C)CO)C(=O)c2cccc(NS(=O)(=O)c3cccs3)c2O[C@@H]1CN(C)S(C)(=O)=O,5,2,-9,1.0
CNC[C@@H]1Oc2ccc(NS(=O)(=O)c3ccc(Cl)cc3)cc2C(=O)N([C@@H](C)CO)C[C@@H]1C,5,3,.,-0.1
CN(C)C(=O)[C@@H]1[C@@H](CO)[C@@H]2Cn3c(ccc(C4=CCCCC4)c3=O)[C@H]1N2Cc1cccnc1,18,0,93,1.7
CC(C)[C@H](C)NC(=O)N(C)C[C@@H]1OCc2ccccc2-c2c(n(C)c3ccccc23)C(=O)N([C@@H](C)CO)C[C@@H]1C,-37,.,-10,-2.9
Cc1ccc(S(=O)(=O)Nc2ccc3c(c2)C(=O)N([C@@H](C)CO)C[C@H](C)[C@H](CN(C)C(=O)C2CCCCC2)OCCCC[C@@H](C)O3)cc1,-24,-7,70,1.1
COc1ccc(NC(=O)N(C)C[C@H]2Oc3ncc(-c4ccc(C#N)cc4)cc3C(=O)N([C@@H](C)CO)C[C@H]2C)cc1,8,0,.,5.5
C/C=C/c1ccc2c(c1)O[C@H](CN(C)C(=O)Nc1cc(F)ccc1F)[C@@H](C)CN([C@H](C)CO)S2(=O)=O,-33,9,28,-1.9
CC(C)NC(=O)N(C)C[C@@H]1Oc2ccc(NC(=O)NC3CCCCC3)cc2C(=O)N([C@H](C)CO)C[C@H]1C,9,-3,-23,0.5
COc1ccccc1C(=O)N1C[C@H]2[C@@H](c3ccccc31)[C@@H](CO)N2CC1CCOCC1,12,6,3,0.4
O=C(N[C@@H]1CC[C@H](CCNS(=O)(=O)c2ccc(F)cc2)O[C@H]1CO)c1ccccn1,11,-5,27,0.1
Cc1ccc(S(=O)(=O)N(C)C[C@H]2Oc3ccc(NC(=O)Cc4cn(C)c5ccccc45)cc3C(=O)N([C@@H](C)CO)C[C@H]2C)cc1,-33,-2,46,-1.9
Cc1noc(C)c1NC(=O)Nc1ccc2c(c1)C(=O)N([C@H](C)CO)C[C@@H](C)[C@H](CN(C)S(=O)(=O)c1cn(C)cn1)OCCCC[C@H](C)O2,27,-9,11,-0.8

Fetched by compound from the entries so far, 2 records:
Compound,Pf Dd2 growth,C diff HTS,Tcruzi prolif,GASC1 inh
CN(C)C(=O)[C@@H]1[C@@H](CO)[C@@H]2Cn3c(ccc(C4=CCCCC4)c3=O)[C@H]1N2Cc1cccnc1,18,0,93,1.7
C[C@H](CO)N1C[C@H](C)[C@@H](CN(C)Cc2ccc(C(=O)O)cc2)Oc2c(NC(=O)Nc3cccc4ccccc34)cccc2C1=O,11,-1,-3,1.6

Going on with the list.
Compound,Pf Dd2 growth,C diff HTS,Tcruzi prolif,GASC1 inh
CCC(=O)Nc1ccc2c(c1)OC[C@@H](C)N(C(=O)CC1CC1)C[C@H](C)[C@@H](OC)CN(C)C2=O,-5,-1,-19,0.5
COCC#Cc1ccc([C@@H]2[C@H]3CN(S(=O)(=O)c4ccccc4C)CCCCN3[C@H]2CO)cc1,7,2,94,-0.8
Cc1cccc(-c2ccc([C@H]3[C@H](CO)N4CCCCN(Cc5ccncc5)C[C@@H]34)cc2)c1,-19,-5,?,2.8
CCCNC(=O)NC[C@@H]1[C@@H](c2ccc(C3=CCCCC3)cc2)[C@@H](CO)N1C(C)=O,-44,-6,44,1.9
O=C(N[C@H]1CC[C@H](CC(=O)N2CCCCC2)O[C@@H]1CO)c1ccc2c(c1)OCO2,4,0,-44,0.4
COCC(=O)N1CC2(CN(Cc3ccccc3Cl)C2)c2c([nH]c3cc(OC)ccc23)[C@@H]1CO,-43,-4,.,-0.5
O=C1N[C@@H](c2ccccc2)COCc2cn(nn2)CC[C@H]1Cc1ccc(Cl)cc1,.,19,.,-1.2
C[C@@H]1CN([C@@H](C)CO)C(=O)c2cc(NC(=O)Nc3ccc(F)cc3)ccc2O[C@@H]1CN(C)Cc1ccc(Cl)c(Cl)c1,-1,32,26,-1.0
C[C@@H]1CN([C@H](C)CO)C(=O)Cc2cc(NC(=O)Nc3cccc4ccccc34)ccc2O[C@@H]1CN(C)Cc1ccc(C(=O)Nc2ccccc2N)cc1,-69,18,.,14

High-throughput results as filed in PubChem.

Hits appear at their usual frequency; 7% or so of the library scored in one or more.
